# Bcl-xL primary = blocks human Bcl-xL binding to Bim BH3 peptide; Q07817; GST-Bcl-xL / FITC-Bim BH3 peptide fluorescence polarization; inhibition, % at 10.9 µM; 320,000 tested, 0.7% active; AID 2129;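 active means inhibition above the mean of all tested compounds plus 3 SD, cutoff set per campaign, cut at about 30% in these data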;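 further: 0% = DMSO wells and 100% = unlabeled Bim-BH3 peptide competitor; inhibitors lower millipolarization by displacing the labeled peptide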
# MEX-5 binding = C. elegans MEX-5 TCR-2 RNA binding activity | Q9XUB2 | MEX-5/FITC-TCR2 RNA binding, fluorescence polarization; active compounds read low | activity score (negative = inhibition of binding), % at 10 µM | 300,000 tested, 0.38% active | AID 1832;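 active means inhibition past about -25% in most replicates, and total fluorescence under double the plate's negative control median, limit read from the data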;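 further: 0% = DMSO and -100% = 5 µM competing unlabeled TCR2 RNA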
# GRK2 aptamer HTS = blocks RNA aptamer binding to human GRK2; P25098; bead flow cytometry, FAM-aptamer displacement from GRK2; inhibition of aptamer binding, % at 10 µM; 330,000 tested, 0.59% active; AID 488847;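 active means inhibition of aptamer binding above 40%, roughly 3 SD of noise, on plates passing a quality check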;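 further: median bead fluorescence of bound FAM aptamer so fluorescent compounds give negative values; no value below 0 was filed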
# PME-1 primary = blocks human protein phosphatase methylesterase 1. Q9Y570. recombinant PME-1, FP-Rh probe fluorescence polarization. inhibition, % at 5.9 µM. 320,000 tested, 0.53% active. AID 2130;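 active means inhibition above the campaign mean of all compounds plus 3 SD, cut at about 26% in these data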;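 further: competitive labeling of PME-1 active site by serine hydrolase directed probe; 0% = PME-1 with DMSO and 100% = wells lacking PME-1 enzyme; inhibitors block probe labeling so polarization falls and inhibition rises; many of its hits are not listed in these tables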
# GLD-1 RNA inh = GLD-1-TGE RNA interaction inhibition (C. elegans); inhibition, % at 5.96 µM; AID 2280; 320,000 tested, 0.44% active; purified GLD-1 + fluorescein TGE RNA, fluorescence polarization; Q17339;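 active means percent inhibition above a per-plate cutoff, the plate mean of test compounds plus 3 SD, cut at about 30% in these data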;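 further: 0% = DMSO wells with GLD-1 and probe and 100% = wells lacking GLD-1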
# Fam108B counter = blocks mouse Fam108B hydrolase in RBBP9 counter-screen | recombinant Fam108B, FP-Rh probe fluorescence polarization | inhibition, % at 9.51 µM | 300,000 tested, 0.33% active;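 active means inhibition above the screen mean inhibition plus 3 SD, computed separately per campaign, cut at about 18% in these data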;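 further: inhibitors lower polarization as less probe binds the enzyme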
# Efflux pump inh = antifungal efflux pump inhibition, Nile Red retention | 330,000 tested, 0.44% active | S. cerevisiae Candida pump triplex | inhibition, % at 10 µM | AID 485275;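 active means plate passing quality check with inhibition over a set limit, or well fluorescence over plate mean plus 4 SD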;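 further: Nile Red retained in pooled yeast measured as flow cytometry median fluorescence; 0% = buffer negative control and 100% = Enniatin B positive control; higher means more Nile Red kept so more efflux inhibition; some compounds called inactive have numbers as strong as hits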
# MCL1-BIM inh = inhibitors of human MCL1 binding to BIM-BH3 peptide. GST-MCL1 / FITC-Bim-BH3 fluorescence polarization. inhibition, % at 10.9 µM. 320,000 tested, 0.68% active;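 active means inhibition above the mean inhibition of all tested compounds plus 3 SD, set per campaign, cut at about 40% in these data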;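 further: 0% = DMSO wells and 100% = unlabeled Bim-BH3 peptide control; higher means more loss of mP so more displacement of Bim peptide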
# VLA-4 inh = inhibition in a human VLA-4 binding assay; 330,000 tested, 0.2% active; VLA-4 expressing cells, ligand binding flow cytometry; P13612; inhibition, % (about 7 µM as worked out from the volumes in the protocol); AID 2557; in the data active means inhibition above about 50%
# Target sequence (P13612 whole entry, looked up): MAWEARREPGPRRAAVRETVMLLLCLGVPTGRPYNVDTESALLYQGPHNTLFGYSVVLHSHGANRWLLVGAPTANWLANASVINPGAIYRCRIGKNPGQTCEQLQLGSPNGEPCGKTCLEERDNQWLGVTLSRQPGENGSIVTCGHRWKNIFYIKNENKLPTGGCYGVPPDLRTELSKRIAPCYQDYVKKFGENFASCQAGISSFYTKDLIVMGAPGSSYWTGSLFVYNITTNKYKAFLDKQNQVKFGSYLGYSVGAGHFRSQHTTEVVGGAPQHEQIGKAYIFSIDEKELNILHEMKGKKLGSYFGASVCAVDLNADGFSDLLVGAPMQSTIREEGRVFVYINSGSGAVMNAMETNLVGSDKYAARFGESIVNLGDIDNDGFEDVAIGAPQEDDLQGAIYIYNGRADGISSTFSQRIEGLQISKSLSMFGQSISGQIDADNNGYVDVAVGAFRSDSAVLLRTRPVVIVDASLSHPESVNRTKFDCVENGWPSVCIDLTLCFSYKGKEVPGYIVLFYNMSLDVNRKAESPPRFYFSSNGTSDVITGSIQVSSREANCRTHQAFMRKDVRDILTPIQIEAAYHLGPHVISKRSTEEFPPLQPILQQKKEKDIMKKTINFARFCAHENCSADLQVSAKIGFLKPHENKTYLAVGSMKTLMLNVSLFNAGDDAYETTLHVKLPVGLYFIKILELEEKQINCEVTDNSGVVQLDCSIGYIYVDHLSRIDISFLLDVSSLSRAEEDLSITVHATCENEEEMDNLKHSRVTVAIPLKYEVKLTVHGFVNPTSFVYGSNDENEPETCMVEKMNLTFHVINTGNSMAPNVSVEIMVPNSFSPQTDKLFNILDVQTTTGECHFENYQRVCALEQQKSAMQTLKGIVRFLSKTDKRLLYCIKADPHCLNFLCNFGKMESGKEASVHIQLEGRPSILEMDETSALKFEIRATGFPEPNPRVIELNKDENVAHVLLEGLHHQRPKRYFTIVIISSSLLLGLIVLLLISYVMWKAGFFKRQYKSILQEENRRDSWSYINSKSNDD
# * hit, by the source's call; x = no result given. An excerpt. The share of hits here may be higher or lower than overall.
molecule,PME-1 primary,Bcl-xL primary,Efflux pump inh,Fam108B counter,GRK2 aptamer HTS,MCL1-BIM inh,MEX-5 binding,VLA-4 inh,GLD-1 RNA inh
CCOC(=O)c1ccccc1NC(=O)CN(c1ccccc1OCC)S(C)(=O)=O,-4,1,0.1,-1,0,0,1.6,5,6
CCC/C=C1/CCCOC(C(=O)NCCNCCO)(C(F)(F)F)C1 (stereo not drawn),0,8,-0.1,6,1,8,2.4,21,2
COc1cc(C(=O)NNC(=O)C2CC=CCC2C(=O)O)cc(OC)c1OC (stereo not drawn),4,9,-0.4,1,2,9,-0.4,-9,-4
CCc1ccc(NC(=O)C(NS(=O)(=O)c2ccc3c(c2)CCN3C(C)=O)C(C)C)cc1 (stereo not drawn),4,3,1.6*,-1,2,5,0.0,3,-5
COc1ccc(N2CCN(C(=O)c3ccc(CS(=O)(=O)c4ccccc4C)o3)CC2)cc1,4,0,0.0,-2,1,-7,-0.3,1,-2
COc1ccc(C(=O)Nc2ccccc2C(=O)NCc2cccnc2)cc1OC,0,0,0.1,2,1,-2,-1.5,-5,2
CCCc1cc(Nc2ccccc2OCC)n2ncnc2n1,-3,4,0.1,0,1,1,-0.8,-10,-2
CC1CCN(c2ccc3nnc(CCC(=O)NCc4ccco4)n3n2)CC1,-8,0,-0.1,-3,1,-2,2.3,6,4
Cc1ccc(S(=O)(=O)c2nnn3c2nc(N2CCOCC2)c2ccccc23)cc1,3,4,0.1,-1,2,4,1.5,-1,1
Cc1oc(-c2nc3ccccc3n2C)cc1C(=O)c1ccccc1,6,9,-0.1,-4,2,9,-0.9,0,5
CCc1nnc(NC(=O)Nc2ccc(Cl)cc2)s1,-11,6,0.1,1,0,-5,-0.6,1,-4
Cc1n[nH]c(C)c1S(=O)(=O)N1CCc2ccccc21,-4,1,-0.2,-1,3,-8,-0.2,-3,9
COc1cc(NC(=O)c2ccc(OC)c([N+](=O)[O-])c2)ccc1NC(=O)c1cccs1,-12,3,-0.1,1,0,0,0.2,0,-2
Cn1cnnc1Sc1nc2c(c(=O)n(C)c(=O)n2C)n1C,-1,2,0.0,-3,1,0,1.6,16,7
O=C1C2CCCN2C(c2ccc(Br)cc2)N1c1ccc(F)cc1 (stereo not drawn),-1,7,-0.2,-4,0,5,-5.4,-3,6
O=C(CSc1nc2ccccc2o1)Nc1nc(-c2ccccc2)cs1,-35,-6,-0.3,-29,4,3,0.4,6,-1
O=C1NC2=C(C(=O)CCC2)C(c2ccccc2)N1 (stereo not drawn),2,2,0.3,-1,1,-5,-0.9,0,-5
Cc1ccc(P(C)(=O)c2ccc(C)cc2)cc1,1,0,0.0,-1,6,-2,-1.3,7,-2
COc1ccc(NC(=O)c2ccc(-n3cncn3)c([N+](=O)[O-])c2)cc1OC,-4,-1,0.0,2,2,-3,-2.6,0,3
CCN(C(=O)CSc1ncnc2c1cnn2-c1ccccc1)C1CCS(=O)(=O)C1 (stereo not drawn),-3,6,0.2,0,1,3,-6.4,-8,3
O=C(Nc1ccc(N2CCOCC2)cc1)C1CC1,1,2,-0.1,3,0,1,-2.1,12,2
O=C(c1cc(-c2ccccc2Cl)nc2ccccc12)N1CCN(c2ccccc2O)CC1,-1,10,0.0,-1,3,6,2.6,0,8
C#CCn1ccc(O)c(Cc2ccccc2)c1=O,-2,5,-0.2,3,0,-1,0.8,-4,1
Cc1ccc(C)c2[nH]c(=O)c(C(c3nnnn3Cc3ccccc3)N3CCc4ccccc4C3)cc12 (stereo not drawn),-15,20,0.0,-3,0,18,-0.2,-4,0
Cc1nc2cc(C(F)(F)F)ccc2n1C1CCN(CC(=O)NC(C)(C)C)CC1,-5,-2,-0.1,0,0,-2,1.0,-10,-1
O=C(C(=O)N1CCOCC1)c1c[nH]c2ccccc12,0,7,0.0,3,0,-1,1.7,3,-1
Cn1cnnc1SCC(=O)Nc1ccc(OCc2ccccc2)cc1,0,2,-0.2,-3,0,3,2.2,-2,-1
COc1cccc(C(=O)N2CCOCC2)c1,0,4,-0.1,0,0,-2,0.1,5,-4
CCOc1ccc(-n2c(=O)c3c(C)c(C)sc3n(CC(=O)NCc3ccco3)c2=O)cc1,-4,3,0.0,-24,0,-1,x,-7,6
Cc1cccc(C(=O)NC(=S)NNC(=O)c2cccs2)c1,6,8,-1.5,3,x,9,-0.9,7,-3
CC(C)CC(=O)Nc1ccc2nn(-c3ccccc3)nc2c1,-19,8,0.6,-13,2,12,-0.4,26,-4
Cc1ccc2sc(NC(=O)CN3C(=O)CCC3=O)nc2c1C,-8,4,0.0,2,0,5,2.6,12,5
Cc1ccc([N+](=O)[O-])cc1NC(=O)c1cccnc1,-1,2,0.0,-4,1,7,2.5,1,7
O=C(CN1C(=O)CSc2ncccc21)NCCN1CCOCC1,-5,2,-0.1,-3,0,0,-0.6,39,1
CCc1cc(C(=O)c2ccc(OC)cc2)c(NC(=O)COCC(=O)O)s1,1,1,0.1,-3,0,-2,-1.9,5,6
CC1CCCC(C)N1C(=O)CN1CCN(c2nc(-c3ccc(F)cc3)cs2)CC1 (stereo not drawn),3,-4,0.2,-1,2,-5,3.8,16,4
COc1ccc(S(=O)(=O)N(C)C[C@H]2Oc3c(NC(=O)C4CCCCC4)cccc3C(=O)N([C@H](C)CO)C[C@@H]2C)cc1,x,x,0.4,x,0,x,x,19,-1
COC(=O)c1cc(Cl)c(NC(=O)c2ccc(F)cc2)cc1OC,-3,0,-0.1,7,2,3,0.3,-2,1
Cc1ccccc1NC(=O)c1ccccc1NC(=O)c1ccccc1F,x,x,-0.2,x,1,x,0.6,3,x
CCCC/C=C/C(NC(=O)c1ccc(-c2ccccc2)cc1)c1ccccc1 (stereo not drawn),-2,5,0.4,-1,0,7,2.0,-2,-8
CCNC(=S)N(CCc1ccccc1C)Cc1cc2cc(OC)c(OC)cc2[nH]c1=O,-8,7,0.4,0,1,14,-0.1,19,3
CC(=O)N1CCCN(Cc2cn(-c3cccc(C)c3)nc2-c2cccc(F)c2)CC1,-1,-1,-0.2,2,0,8,-0.5,1,2
O=C(CN1CCSc2ccccc21)NCCCc1ccccc1,-6,3,-0.1,3,1,3,x,-11,5
CC1(C(=O)N2CCN(c3ccccc3)CC2)CC1(Cl)Cl (stereo not drawn),4,4,-0.5,5,3,-4,-1.5,-16,0
CSc1cccc(NC(=S)N(Cc2ccccc2)Cc2ccccn2)c1,3,0,0.3,1,3,2,0.7,4,4
CCOC(=O)N1CCN(C(=O)C2CCN(S(=O)(=O)c3ccc(Br)s3)CC2)CC1,13,10,-0.1,1,4,0,-2.7,15,-3
CCN(C(=O)CCN1C(=O)c2ccccc2S1(=O)=O)c1ccccc1,6,3,0.0,-1,2,4,-1.9,0,0
Cc1c(C(=O)Oc2cccc3cccnc23)cccc1[N+](=O)[O-],2,2,0.2,-2,0,1,-2.0,1,-5
CCOC(=O)CSc1nn(C)c(=S)s1,3,-4,0.0,0,0,-6,-0.3,-8,0
O=C(CCC(=O)Nc1ccccc1Cl)NNC(=O)c1ccco1,6,4,-0.1,3,0,-14,0.4,3,1

# Continuation.
molecule,PME-1 primary,Bcl-xL primary,Efflux pump inh,Fam108B counter,GRK2 aptamer HTS,MCL1-BIM inh,MEX-5 binding,VLA-4 inh,GLD-1 RNA inh
CC(C)OC(=O)C1C(=O)CC(C)(O)C(C(=O)OC(C)C)C1c1ccc([N+](=O)[O-])cc1 (stereo not drawn),3,3,0.1,-3,1,-2,1.1,-11,-3
COc1cc(C)nc(N2CCC(C(=O)NC3CCCCC3)CC2)n1,5,-4,0.1,-2,0,-4,-1.0,8,9
O=C(Nc1cccc(F)c1)Nc1ccc2c(c1)OCO2,x,x,0.1,x,6,x,-1.3,5,x
COC(=O)c1ccc(=O)n(Cc2ccc3c(c2)OCO3)c1,-4,4,0.2,2,0,-4,-1.4,3,-4
O=Nc1c(-c2c(O)[nH]c3cc(Br)ccc23)[nH]c2ccccc12,-22,-23,-0.1,-10,2,-49,-1.1,-111,-80
O=C(Nc1cnc2ccccc2c1)N1CCOCC1,4,0,-0.1,-4,0,-4,-0.7,-1,3
CN(C)c1cc(=O)n2c(n1)SCCC2,-1,4,-0.2,-1,0,-8,-1.4,6,0
O=C(C1CCC1)N1CCN(c2ccc(C(F)(F)F)cc2[N+](=O)[O-])CC1,x,x,0.9,x,3,x,0.7,0,x
Cn1c(SCC(=O)Nc2ccccc2F)nnc1-c1cc2ccccc2o1,3,0,0.1,0,0,2,0.9,1,5
COc1ccc(CN2CCc3ccc(NC(=O)c4ccncc4)cc3C2)c(F)c1,0,15,-0.2,0,3,17,0.8,20,7
CC(CCc1ccccc1)NC(=O)C1CCN(c2nnc(-n3cccc3)s2)CC1 (stereo not drawn),1,-1,0.7,2,2,5,2.5,17,1
COc1ccccc1NC(=O)C1CCCN(c2cc(C)nc3ncnn23)C1 (stereo not drawn),7,6,0.1,1,1,-3,0.8,9,-3
CC(C)NC(=O)c1onc(CSc2ccc(F)cc2)c1C(=O)O,4,5,x,1,x,11,-0.2,x,-6
CC12CCC(=O)N1C(C(=O)Nc1nc(-c3ccc(F)cc3)cs1)CS2 (stereo not drawn),-4,3,0.2,-4,0,4,-3.0,29,7
CCCc1cc(=O)oc2c(C)c(OCC(=O)NCCCn3ccnc3)ccc12,0,4,-0.2,2,0,3,0.9,6,-7
COC(=O)c1ccc(-c2ccc(OC)c([C@H]3[C@H]4C=CC[C@@H](C)[C@@H]4C(=O)N3Cc3ccccc3)c2)cc1,3,4,0.2,-1,3,1,1.8,6,-1
CCN(CC)C(=O)c1[nH]cnc1C(=O)NCc1ccc(CNC(=O)OC(C)(C)C)cc1,0,4,-0.1,x,0,5,x,7,-2
CCN1CCN(C(c2cc(OC)ccc2OC)c2nnnn2Cc2ccccc2)CC1 (stereo not drawn),-5,0,0.2,3,0,0,1.8,-9,-2
O=C(COC(=O)CC1CC2CCC1C2)NCc1ccccc1 (stereo not drawn),x,x,0.4,x,29,x,x,8,0
Cc1ccc(Cl)cc1N1CCN(S(=O)(=O)N2CCCCC2)CC1,-1,2,0.2,3,0,5,0.5,-27,-3
COc1ccc(C)cc1NC(=O)c1ccc(CN2CCc3ccccc3C2)cc1,x,x,0.0,x,0,x,-0.6,-1,x
COc1ccccc1NC(=O)/C(=N/OCc1ccc(C#N)cc1)C(C)=O,-2,-12,0.5,-10,2,-16,-0.4,14,-6
Cc1cccc(N2CCN(C(=O)C3(S(=O)(=O)c4ccc(Cl)cc4)CC3)CC2)c1C,-8,2,0.2,4,0,0,-0.6,1,10
CCCOc1ccc(C(=O)NCC2OCCc3ccccc32)cc1OC (stereo not drawn),-1,5,0.1,-2,4,1,-1.1,5,7
N#C/C(=C\c1ccc(O)c(O)c1)C(=O)NCCCc1ccccc1,8,5,0.0,7,2,29,5.4,-5,2
CCN(CC)c1ccc(/C=C2\CCC(/C=N/NC(=O)c3ccc(=O)n(C)c3)=C2N2CCOCC2)cc1,6,-44,1.0*,3,4,-78,10,-281,-79
CSc1nsc(SC)c1C(N)=O,-1,-4,-0.1,5,1,-3,x,5,4
O=S(=O)(c1cccc2cccnc12)N1CCc2ccccc21,11,6,-0.1,1,0,10,-1.6,-5,10
